CHO-K1 Ca antag: counter-screen for M1 antagonists: effect in parental CHO-K1 cells | ATP-induced calcium, Fluo-8 fluorescence | inhibition, % at 3 µM | 0.6% of 360,000 active | AID 602250;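 active means inhibition above a per-plate cutoff, the plate's mean sample inhibition plus 3 SD, cut at about 24% in these data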;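 further: 0% = DMSO plus EC80 ATP and 100% = DMSO alone without ATP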
CHRM4 agonist: CHRM4 agonism in calcium assay; P08173; CHO-K1 hM4/Gqi5, Fluo-8 calcium fluorescence; vehicle 0%, full acetylcholine response 100%; activation, % at 3 µM; 0.14% of 360,000 active;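 active means activation above the run mean over all test wells plus 3 SD, cut at about 32% in these data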;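 further: peak over basal fluorescence ratio per well then scaled between controls; 0% = DMSO wells and 100% = acetylcholine at EC100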
Target sequence (P08173 whole entry, looked up): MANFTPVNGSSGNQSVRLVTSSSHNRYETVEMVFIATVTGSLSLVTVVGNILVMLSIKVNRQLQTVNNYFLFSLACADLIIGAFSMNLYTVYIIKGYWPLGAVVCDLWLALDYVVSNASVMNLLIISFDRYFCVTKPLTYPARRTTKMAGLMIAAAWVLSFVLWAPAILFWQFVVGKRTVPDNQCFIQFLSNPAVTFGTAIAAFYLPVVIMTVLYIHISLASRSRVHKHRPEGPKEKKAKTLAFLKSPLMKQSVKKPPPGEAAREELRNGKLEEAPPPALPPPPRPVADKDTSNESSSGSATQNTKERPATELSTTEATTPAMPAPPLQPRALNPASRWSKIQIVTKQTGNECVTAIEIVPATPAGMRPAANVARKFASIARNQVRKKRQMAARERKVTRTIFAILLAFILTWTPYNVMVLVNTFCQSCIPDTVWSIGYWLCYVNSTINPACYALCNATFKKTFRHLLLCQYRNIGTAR
M1 PAM: human CHRM1 positive allosteric modulation; P11229; activation, % at 3 µM; 0.088% of 360,000 active; CHO-K1 hM1, Fluo-8 calcium fluorescence, ACh EC20; 0% = ACh EC20, 100% = maximal ACh; in the data active means activation above about 19%, passing the limit was not always enough
Target sequence (P11229 whole entry, looked up): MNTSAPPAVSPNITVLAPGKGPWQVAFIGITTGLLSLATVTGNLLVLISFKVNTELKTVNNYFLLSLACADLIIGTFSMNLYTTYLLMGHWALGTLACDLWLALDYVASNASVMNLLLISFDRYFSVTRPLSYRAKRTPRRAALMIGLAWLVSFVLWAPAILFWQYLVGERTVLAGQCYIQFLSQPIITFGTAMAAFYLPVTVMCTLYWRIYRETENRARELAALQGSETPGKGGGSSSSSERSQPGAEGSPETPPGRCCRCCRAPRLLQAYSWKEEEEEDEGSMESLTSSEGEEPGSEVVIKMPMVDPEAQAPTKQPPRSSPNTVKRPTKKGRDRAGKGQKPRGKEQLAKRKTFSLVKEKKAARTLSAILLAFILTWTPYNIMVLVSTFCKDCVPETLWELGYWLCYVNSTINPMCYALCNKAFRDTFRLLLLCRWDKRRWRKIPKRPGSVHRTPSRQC
CHO-K1 Ca ag: M1 agonist counterscreen hit in parental CHO-K1 cells | activation, % at 3 µM | 0.48% of 360,000 active | Fluo-8 calcium fluorescence; scaled to maximal ATP response, vehicle zero; in the data active means activation above about 15%;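 further: untransfected CHO-K1 host cells lacking M1 receptor as counterscreen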
M1 ag: activates human CHRM1 receptor | P11229 | CHO-K1 hM1, Fluo-8 calcium fluorescence, agonist mode; 0% DMSO, 100% acetylcholine EC100 | activation, % at 3 µM | 0.33% of 360,000 active;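 active means activation above the run's mean compound activation plus 3 SD, cut at about 16% in these data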;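 further: peak over basal fluorescence ratio within a 140 s kinetic read after compound addition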
CHRM4 antagonist: blocks acetylcholine activation of human M4 receptor; inhibition, % at 3 µM; 0.73% of 360,000 active; P08173; CHO-hM4 cells, ACh EC80, Fluo-8 calcium fluorescence;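 active means inhibition above its plate's cutoff, the mean inhibition of sample wells plus 3 SD, cut at about 27% in these data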;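 further: 0% = acetylcholine EC80 with DMSO and 100% = DMSO without agonist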
OXTR potentiator: potentiators of human oxytocin receptor. P30559. CHO-OTR cells, Fluo-8 calcium fluorescence, potentiator mode; 0% = oxytocin EC15, 100% = EC100. activation, % at 3 µM. 0.061% of 320,000 active. AID 2445;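 active means activation above that plate's cutoff, the mean activation of tested compounds plus 3 SD, cut at about 6.6% in these data, passing the limit was not always enough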;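 further: 100% uses oxytocin at 75 nM as the full agonist control; some results filed as inactive read as strong as hits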
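Material: human OTR in CHO cells. Compound: 3.0 µM, one dose. Timing: compound 6 min at room temperature before oxytocin, 100 s read. Evaluation: % activation of max/min ratio relative to oxytocin controls. Replication: single well per compound, singlicate. Signal: Fluo-8 calcium dye fluorescence.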
M1 antag: blocks human M1 muscarinic receptor. P11229. CHO-K1 hM1, Fluo-8 calcium fluorescence, ACh EC80 antagonist. inhibition, % at 3 µM. 1.3% of 360,000 active. AID 588852;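 active means percent inhibition above its own plate's cutoff, namely the mean of that plate's compound wells plus 3 SD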;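 further: peak over basal fluorescence ratio during 140 s after agonist addition; 0% = ACh EC80 plus DMSO and 100% = DMSO alone without agonist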
CHO parental Ca: counter-screen for OX1R antagonists: effect in parental CHO cells; parental CHO-K1, ATP-induced calcium, Fluo-8 fluorescence; inhibition, % at 5.6 µM; 0.63% of 330,000 active; AID 463079;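 active means inhibition above that plate's mean sample inhibition plus 3 SD, cut at about 26% in these data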;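 further: 0% = ATP-challenged DMSO wells and 100% = DMSO wells without ATP; some compounds past the cut are filed as inactive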
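Assay system: untransfected parental CHO cell line. Also added: ATP agonist challenge. Dosing: one dose, 5.6 µM nominal. Measured by: Fluo-8 fluorescence. Read-out: % inhibition. Benchmarks: ATP wells versus no-ATP DMSO wells. Repeats: no replicates.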
* hit, by the source's call; / = no result given.

SMILES | CHO-K1 Ca antag | CHRM4 agonist | M1 PAM | CHO-K1 Ca ag | M1 ag | CHRM4 antagonist | OXTR potentiator | M1 antag | CHO parental Ca
CCNC(=O)C1(C)CCCN(Cc2csc3ccccc23)C1 (stereo not drawn) | -5.3 | 0.1 | -0.5 | 0.5 | -6.7 | -9.2 | / | 0.5 | /
COc1ccc(CCNC(=O)CSc2n[nH]c(N)n2)cc1OC | -13.0 | 1.0 | 8.1 | 0.3 | -0.2 | 19.0 | -12.8 | -9.5 | -9.3
CN(C)c1ccc(Nc2ncnc3ccc(Br)cc23)cc1 | -13.1 | -0.5 | 1.6 | 0.2 | -4.3 | 4.5 | 1.1 | -10.9 | -5.4
Cc1noc(/C=C/N(C)C)c1S(=O)(=O)N1CCCC(C(=O)NCc2ccccc2Cl)C1 (stereo not drawn) | -11.2 | 2.7 | 5.1 | 1.1 | -6.7 | 0.9 | -9.6 | -3.0 | -16.0
CCOC(=O)c1c(C)[nH]c(C(=O)CSc2nc(C)cc(C)n2)c1C | 16.4 | 9.0 | -5.2 | 2.3 | -3.3 | -0.3 | -2.0 | 0.7 | -16.2
CC1(C(=O)NS(=O)(=O)c2ccc(F)cc2F)CCN1C(=O)C1(c2ccc(Cl)cc2)CCC1 (stereo not drawn) | 5.2 | 1.1 | -0.5 | -0.5 | -2.3 | 7.3 | / | -1.5 | /
Nn1c(SCc2ccccc2)nc2ccccc21 | 15.2 | -0.2 | 6.0 | -0.4 | -1.8 | -6.9 | 0.2 | -1.0 | -12.8
CCC1NC(=O)c2cc3ccccc3cc2-n2c1nc1cc(C)cc(C)c1c2=O (stereo not drawn) | -12.6 | -0.7 | -1.2 | 0.0 | -2.1 | 0.9 | / | -13.9 | /
Cc1cccn2c(=O)c(C=O)c(N3CC(C)OC(C)C3)nc12 (stereo not drawn) | -15.7 | 1.5 | 10.2 | 1.4 | -1.7 | -0.1 | -1.4 | -12.6 | -10.8
COc1ccc2cc(S(=O)(=O)N3CCCC3)ccc2c1 | -12.5 | 3.3 | 2.9 | 0.9 | -12.4 | -4.8 | -6.0 | -2.2 | -27.9
Cc1ccc(CC(C(=O)O)C(C)C(=O)Nc2ccc(F)cc2)cc1 (stereo not drawn) | 0.0 | 0.8 | 3.1 | 0.5 | -3.9 | 0.9 | / | -0.4 | /
CCCCN1C(=O)C(O)(CC(=O)c2ccco2)c2cc(Br)ccc21 (stereo not drawn) | 13.3 | 1.4 | 6.6 | 0.0 | -8.4 | -7.1 | -6.2 | -4.3 | -8.5
Cc1cc(/C=N/n2cnnc2)c(C)n1-c1cc(Cl)ccc1Cl | -9.8 | -1.2 | -0.8 | 5.7 | -9.1 | 12.0 | -7.7 | -26.4 | -16.4
COc1ccc(CN2CCN(C(=O)Cn3c(=O)oc4cc(Cl)ccc43)CC2)c(OC)c1OC | -9.2 | 4.5 | 0.9 | 5.8 | -1.3 | -4.9 | -10.3 | -10.3 | -23.0
Cn1c(=O)[nH]c(N)c(Br)c1=O | -9.7 | -0.7 | -0.5 | 0.8 | -1.6 | 11.1 | / | -2.7 | /
CCC(=O)N(C)C[C@@H]1Oc2cc(Br)ccc2S(=O)(=O)N([C@@H](C)CO)C[C@@H]1C | 21.8 | 1.6 | -10.3 | 0.2 | -1.3 | -4.2 | / | 19.8 | /
Cc1ccc(C)c(C(=O)COC(=O)c2ccc(Br)o2)c1 | 23.3 | 0.5 | -4.6 | -0.4 | -3.1 | -10.8 | -9.5 | 8.0 | -16.0
CSCc1cc(N(C)C)nc(SCc2ccc(Cl)c(Cl)c2)n1 | -21.8 | 3.0 | -7.0 | 0.0 | -0.3 | 4.5 | -6.2 | 14.1 | -15.1
COC(=O)C(C)Sc1nc2c(c(=O)n(C)c(=O)n2C)n1Cc1cccc(C)c1 (stereo not drawn) | -8.1 | -0.1 | 6.5 | 0.4 | -4.1 | 2.0 | / | -2.5 | /
CN(C)S(=O)(=O)c1ccc(C(=O)NNC(=O)c2ccccc2-n2cccc2)cc1 | -11.7 | 2.0 | 10.5 | 0.3 | -1.9 | -1.4 | 2.0 | -6.7 | -6.6
O=C(Oc1ccc2c(c1)OCO2)C12CC3CC(CC(C3)C1)C2 | -1.1 | -0.4 | 8.9 | 0.4 | -3.3 | 1.4 | -8.7 | -8.0 | 0.3
COc1ccc2oc(=O)c(N3C(=O)c4ccccc4C3=O)cc2c1 | -9.1 | -0.6 | 12.4 | -0.1 | -1.7 | -6.3 | 3.4 | -15.9 | -3.2
O=[N+]([O-])c1ccccc1S(=O)(=O)N1CCN(CC2CC3C=CC2C3)CC1 (stereo not drawn) | 3.4 | 2.5 | 7.5 | -0.3 | -7.1 | -2.8 | 1.0 | 0.7 | -14.0
O=C(NCCC(=O)N1CCN(c2ccccn2)CC1)c1ccc(Br)cc1 | -9.6 | 2.8 | 4.4 | 0.9 | -5.2 | -1.9 | 3.6 | -4.8 | -13.3
COc1ccc(OC)c(CNC(=O)C2CCCN(S(=O)(=O)N3CCC(C)CC3)C2)c1 (stereo not drawn) | -19.3 | 5.3 | 1.3 | 3.1 | -3.8 | -14.8 | 3.2 | -3.0 | -23.6

Overlap with the part before: three compounds; new compounds follow.
SMILES | CHO-K1 Ca antag | CHRM4 agonist | M1 PAM | CHO-K1 Ca ag | M1 ag | CHRM4 antagonist | OXTR potentiator | M1 antag | CHO parental Ca
O=[N+]([O-])c1ccccc1S(=O)(=O)N1CCN(CC2CC3C=CC2C3)CC1 (stereo not drawn) | 3.4 | 2.5 | 7.5 | -0.3 | -7.1 | -2.8 | 1.0 | 0.7 | -14.0
O=C(NCCC(=O)N1CCN(c2ccccn2)CC1)c1ccc(Br)cc1 | -9.6 | 2.8 | 4.4 | 0.9 | -5.2 | -1.9 | 3.6 | -4.8 | -13.3
COc1ccc(OC)c(CNC(=O)C2CCCN(S(=O)(=O)N3CCC(C)CC3)C2)c1 (stereo not drawn) | -19.3 | 5.3 | 1.3 | 3.1 | -3.8 | -14.8 | 3.2 | -3.0 | -23.6
CCOC(=O)C1CCN(S(=O)(=O)C(F)(F)c2nc3ccccc3s2)CC1 | -26.9 | 6.2 | -11.4 | 8.9 | 2.8 | -0.3 | -14.6 | 11.5 | 2.6
COC(=O)C1CCN(C(=O)c2ccc(Cl)c(S(=O)(=O)NCc3cccnc3)c2)CC1 | -7.2 | 0.7 | 10.3 | 0.6 | -4.5 | 4.6 | -9.2 | -7.7 | -2.3
Cc1cc(NC(=O)Nc2cccc(Cl)c2)no1 | 3.6 | 8.4 | 0.4 | 5.2 | 5.4 | -2.4 | / | -4.3 | /
CC(Oc1ccc(Cl)cc1)C(=O)NNC(=S)NC(=O)c1ccco1 (stereo not drawn) | -3.5 | 63.4* | -10.1 | 31.8* | 51.0* | 13.1 | -12.8 | -1.6 | -0.7
Cc1ccc(-c2csc(N/N=C/c3ccco3)n2)c(C)c1 | -0.4 | 0.8 | -2.5 | 0.2 | -5.9 | 4.6 | -3.8 | -1.9 | -17.5
C=C(C)CN=C1NN=C(c2cc(C)n(-c3ccc(C)cc3)c2C)CS1 | 0.4 | 0.2 | 7.1 | -0.3 | -12.8 | 5.2 | -7.7 | -5.9 | -9.2
CCOC(=O)N1CCN(S(=O)(=O)N2CCCC(C(=O)NCCc3ccc(C)cc3)C2)CC1 (stereo not drawn) | -15.9 | 0.5 | 10.3 | 0.0 | 0.3 | -5.4 | -13.5 | -14.9 | -5.8
CSc1nc(Cl)cc(Nc2ccccc2N)n1 | 16.2 | 0.0 | -4.7 | -0.8 | -7.6 | -2.8 | 6.7 | 0.1 | -4.8
O=C(OCc1ccccc1)c1ccc(Br)o1 | -1.5 | -1.3 | 3.8 | -0.1 | -2.4 | 9.6 | -10.5 | -7.4 | -7.1
Cc1ccc(CC(=O)NCc2ccc(F)cc2)cc1 | -5.5 | -0.4 | 12.6 | -0.1 | -9.1 | 0.3 | -1.6 | -6.1 | 5.6
COc1ccc(CCN(C)CC(=O)Nc2ccc(F)c(Cl)c2)cc1OC | -8.6 | 2.6 | 8.5 | 0.7 | -2.0 | 3.8 | -20.1 | -1.2 | -25.5
C=CCn1c2ccccc2c(=O)c2cc(C#CC[C@@H](C)O)ccc21 | -7.9 | 4.2 | 8.1 | -0.3 | 6.3 | -12.8 | -2.6 | -4.9 | -26.5
CCOC(=O)C(C)Oc1nc(Oc2ccccc2)nc(N(C)C)n1 (stereo not drawn) | -1.8 | -0.6 | 1.6 | 0.4 | -4.6 | -0.2 | -3.1 | 1.5 | 5.8
O=C(NC1CCCCC1)c1cc(S(=O)(=O)N2CCCC2)ccc1Cl | -8.8 | 1.1 | 3.0 | 1.3 | -4.5 | 7.7 | -3.2 | -5.1 | -2.4
CC1CCCCN1CC(=O)Nc1sc2c(c1C#N)CCC2 (stereo not drawn) | -4.6 | -0.3 | 4.4 | 0.0 | -4.3 | -2.2 | -13.3 | -10.8 | -9.0
CC(=O)Nc1cccc(Cl)c1C(=O)O | -14.9 | 0.6 | 2.6 | 0.3 | -1.5 | 4.5 | -4.7 | -23.7 | -2.1
CCCc1nc2oc3ccccc3c(=O)c2c(=O)n1-c1ccccc1 | -10.8 | 0.6 | 6.9 | 0.4 | -2.6 | -2.2 | 1.9 | -7.4 | 0.4
O=C(O)[C@@H]1Cc2c([nH]c3ccccc23)C2CCC(=O)N21 (stereo partly drawn) | -2.4 | 0.7 | 3.5 | 0.7 | -0.5 | 0.1 | -7.7 | -0.2 | -7.9
O=C1CCC(C(=O)Nc2nnc(C3CC3)s2)=NN1 | -13.2 | 0.9 | 7.2 | 0.4 | -3.2 | 7.8 | -26.8 | -4.6 | -13.3
O=C(CCSc1ccccc1)N1CCOCC1 | 2.1 | 0.7 | 13.5 | -0.4 | 2.6 | 8.6 | -3.3 | -20.8 | 1.5
CCOC(=O)c1c(NC(=O)CSc2cccc[n+]2[O-])sc(C(=O)Nc2ccccc2)c1C | -17.6 | 9.0 | 5.4 | 2.3 | -1.1 | -0.8 | -12.3 | -7.4 | -17.2
CCOC(=O)C1Oc2ccccc2C(C(=O)OC)=C1C(=O)OC (stereo not drawn) | -20.5 | 1.3 | 5.2 | 1.0 | -4.7 | -25.3 | / | -10.5 | -10.8
CCCCCCC1/C(=N\NC(=O)c2ccccc2)CCC1C(=O)OC (stereo not drawn) | -11.8 | 1.4 | 3.1 | 0.3 | -2.8 | -14.1 | -8.3 | -6.0 | -7.0
COC(=O)CNC(=O)COC(=O)Cc1ccc(Cl)cc1 | -5.1 | -0.2 | 4.0 | 0.1 | -5.0 | 13.9 | -0.7 | -2.0 | 4.7
Cc1cccc(Oc2nc(-c3cccc([N+](=O)[O-])c3)nc3ccccc23)c1C | 8.4 | -0.2 | 3.1 | -0.2 | -2.5 | 8.3 | -4.4 | 0.5 | -11.9
CCCCCOC(=O)c1ccc(NC(=O)c2ccco2)cc1 | -8.2 | 0.4 | 1.1 | 0.3 | -2.5 | 5.8 | -5.4 | -2.2 | -8.4
N=c1n(CCO)c2ccccc2n1CCOc1ccccc1 | 4.7 | 0.6 | 0.5 | -0.3 | -5.1 | -12.8 | -1.7 | 4.2 | -5.5

Assay outcomes (PubChem BioAssay)
